Screening results: PubChem, several laboratories
PPARg SRC-3 ag: agonists of human PPARgamma SRC-3 coactivator recruitment; P37231; biochemical PPARgamma/SRC-3 coactivator recruitment assay; activation, % at 8 µM; hit rate 0.26% among 200,000; AID 731; in the data active means activation above about 23%;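 further: 0% = DMSO and 100% = reference agonist; some compounds past the cut are filed as inactive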
Target sequence (P37231 whole entry, looked up): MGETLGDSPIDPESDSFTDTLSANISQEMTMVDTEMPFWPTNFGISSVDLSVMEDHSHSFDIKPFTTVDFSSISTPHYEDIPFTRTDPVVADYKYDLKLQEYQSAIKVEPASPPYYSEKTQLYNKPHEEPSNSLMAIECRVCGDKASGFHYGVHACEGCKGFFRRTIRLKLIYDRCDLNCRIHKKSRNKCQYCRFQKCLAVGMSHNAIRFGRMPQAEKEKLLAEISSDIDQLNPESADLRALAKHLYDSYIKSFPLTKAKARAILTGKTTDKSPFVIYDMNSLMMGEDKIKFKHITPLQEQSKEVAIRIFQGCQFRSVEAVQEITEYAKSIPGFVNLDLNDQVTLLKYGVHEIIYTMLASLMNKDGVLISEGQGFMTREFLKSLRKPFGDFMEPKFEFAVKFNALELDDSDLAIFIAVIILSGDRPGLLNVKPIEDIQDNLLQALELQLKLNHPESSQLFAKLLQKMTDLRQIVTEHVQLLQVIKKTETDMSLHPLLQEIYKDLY
TR-FRET SRC-2 ct: flags TR-FRET format artefacts in PPARgamma SRC-2 recruitment agonist screen. TR-FRET artefact counter-screen; stronger effect = higher value. TR-FRET ratio at 8 µM. hit rate 0.4% among 200,000. AID 1049; in the data active means TR-FRET ratio above about 2000; further: inactives centre near 1500
ROMK mod: modulators of human ROMK potassium channel; P48048; Tet-inducible ROMK, thallium flux fluorescence; actives lie on both sides; B-score at 10 µM; hit rate 2% among 130,000; AID 1918;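 active means signal ratio slope over the read window, or its plate-corrected B-score, at least 3 SD from the plate mean, either direction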;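 further: B-score of the F/F0 ratio slope over 7 to 12 s after thallium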
Target sequence (P48048 whole entry, looked up): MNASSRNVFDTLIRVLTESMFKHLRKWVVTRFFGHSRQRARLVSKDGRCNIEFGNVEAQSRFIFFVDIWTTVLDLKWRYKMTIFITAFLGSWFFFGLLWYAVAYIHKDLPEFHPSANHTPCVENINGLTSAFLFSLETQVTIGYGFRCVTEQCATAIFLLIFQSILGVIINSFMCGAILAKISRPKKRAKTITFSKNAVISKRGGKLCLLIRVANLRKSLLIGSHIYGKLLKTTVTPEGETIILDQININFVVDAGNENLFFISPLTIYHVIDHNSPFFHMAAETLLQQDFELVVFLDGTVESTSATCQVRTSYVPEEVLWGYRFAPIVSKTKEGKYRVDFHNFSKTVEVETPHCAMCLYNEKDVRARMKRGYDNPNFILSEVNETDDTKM
TNAP act hi DEA: TNAP (human) activation, high acceptor. P05186. purified TNAP, CDP-star luminescence, 1 M DEA, 30 min; stronger effect = higher value; 0 = EDTA background, 1 = DMSO-only activity. activation factor at 20 µM. 200,000 tested, under 10 active. AID 1136;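 active means activation factor at least 2 at 20 µM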
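Control set: EDTA negative control, DMSO positive control / Assay system: human TNAP / Quantity: TNAP 1/800 final / Evaluation: TNAP activation factor scaled between EDTA and DMSO control wells / Measured by: luminescent substrate turnover signal / Compound dosing: one dose, 20 µM / Times: 30 min enzyme reaction at room temperature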
PPARg SRC-1 ag: PPARgamma-driven SRC-1 recruitment agonism. PPARgamma-SRC-1 coactivator recruitment biochemical assay. AID 631. activation, % at 8 µM. hit rate 0.41% among 200,000. P37231; in the data active means activation above about 19%;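 further: 0% = DMSO and 100% = reference agonist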
PPARg SRC2 recr: agonists of SRC-2 recruitment by human PPARgamma | AID 1032 | activation, % at 8 µM | hit rate 0.34% among 200,000 | PPARgamma LBD-SRC-2 recruitment, biochemical; in the data active means activation above about 22%;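 further: 0% = vehicle and 100% = reference agonist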
STAT3 inh: inhibitors of IL-6 induced STAT3 signaling | U3A cells, IL-6 STAT3-luciferase reporter, luminescence; host cell line lacks STAT1 | inhibition, % at 5.5 µM | hit rate 0.89% among 190,000 | AID 862;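 active means inhibition above the mean inhibition across all screened compounds plus 3 SD, cut at about 44% in these data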;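 further: 0% = DMSO only wells and 100% = 100 µM nifuroxazide control wells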
STAT3 act: STAT3 signaling activation | hit rate 0.91% among 190,000 | U3A cells, IL-6 STAT3-luciferase reporter, luminescence; 100% = signal with IL-6 EC80 alone | AID 871 | activation (% of control), % at 5.6 µM;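 active means activation above the screen-wide mean of compound activation plus 3 SD, cut at about 130% in these data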;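 further: 0% = background luminescence of wells with medium and substrate only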
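Assay system – human STAT1-deficient U3A cells with stable STAT3-luciferase reporter · Also added – IL-6 (33 ng/mL) · Schedule – compound 1 h, then IL-6 6 h at 37 °C · Technique – reporter luminescence signal · Evaluation – % activation versus median of IL-6-stimulated wells · Benchmarks – IL-6-only wells as 100% reference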
bIAP act: intestinal alkaline phosphatase (bovine) activation. hit rate 0.17% among 200,000. purified bovine IAP, CDP-star luminescence, 30 min; stronger effect = higher value; fold of DMSO-control signal, blank-subtracted. AID 1016. activation factor at 20 µM;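 active means activation factor of 2 or more at 20 µM, a signal rise over negative controls twice the positive control's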
STAT1 inh: reduces IFN-gamma driven STAT1 reporter signal | NIH 3T3 STAT1-luciferase reporter, luminescence | inhibition, % at 5.5 µM | hit rate 0.35% among 200,000 | AID 920;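 active means inhibition above a set limit, the mean inhibition across all tested compounds plus 3 SD, cut at about 34% in these data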;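 further: 0% = IFN-gamma with DMSO and 100% = IFN-gamma with 300 µM nifuroxazide; values of inactives mirror those of a sister screen read the other way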
bIAP inhibitor: intestinal alkaline phosphatase (bovine) inhibition. purified bovine IAP, CDP-star luminescence, 30 min. inhibition, % at 20 µM. 190,000 tested, under 10 active. AID 1019;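 active means over 50% inhibition of intestinal alkaline phosphatase at 20 µM in the single-dose screen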
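System: purified bovine intestinal alkaline phosphatase (IAP) enzyme; Input: IAP diluted 1/65,000,000 in the well; Measured by: CDP-star luminescence signal; Compound dosing: 20 µM single dose; Incubation: 30 min reaction at room temperature.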
Numbers without * were called inactive; nt = no result given.

structure,PPARg SRC-3 ag,TR-FRET SRC-2 ct,ROMK mod,TNAP act hi DEA,PPARg SRC-1 ag,PPARg SRC2 recr,STAT3 inh,STAT3 act,bIAP act,STAT1 inh,bIAP inhibitor
CC(C)(C)c1ccc(C2CC2C(=O)N/N=C\c2cc3ccccc3nc2Cl)cc1 (stereo unspecified),4,1438,nt,1,5,6,8,95,0.9,3,5
CCCc1cc(-c2ccc(O)c(OCC)c2)c(C#N)c(N)n1,-3,1449,-0.2,1,-3,-4,-4,109,0.8,-9,20
CCN(CC)S(=O)(=O)c1ccc(N2CCCC2)c(C(=O)Nc2ccc(OC)c(Cl)c2)c1,1,1612,0.96,1,-2,-2,-4,102,1,0,-3
CCOc1ccc2[nH]cc(C(=O)NCCCN3CCOCC3)c(=O)c2c1,-2,1611,-0.54,1.1,6,-2,0,102,0.9,1,6
O=C(NNc1ncnc2c1cnn2-c1ccccc1)c1cccs1,0,1693,0.27,1,2,6,29,81,1.4,-3,-43
Cc1onc(-c2ccccc2)c1C(=O)N1CCN(Cc2ccc3c(c2)OCO3)CC1,-3,1704,-0.84,1,6,0,9,97,1,3,-1
Cc1ccc(CC2CC(=O)N(c3nc4ccccc4n3C)C2=O)cc1 (stereo unspecified),5,1582,0.0059,1.1,-3,-2,6,101,1.1,5,-7
COCCCNC(=O)c1ccc(C2SCC(=O)N2Cc2ccco2)cc1 (stereo unspecified),-4,1554,0.77,1,2,4,-2,107,1,5,-1
O=C(CN1C(=O)COc2ccccc21)NCc1ccccn1,3,1533,nt,1,5,-5,8,96,1,-2,0
CC(=O)c1ccc(N2CCN(C(=O)C3CCCN(S(=O)(=O)c4cnc[nH]4)C3)CC2)cc1 (stereo unspecified),11,1799,nt,1,10,9,-9,107,1,-1,-1

The listing continues.
structure,PPARg SRC-3 ag,TR-FRET SRC-2 ct,ROMK mod,TNAP act hi DEA,PPARg SRC-1 ag,PPARg SRC2 recr,STAT3 inh,STAT3 act,bIAP act,STAT1 inh,bIAP inhibitor
COc1ccc2c(c1)SCCC2=O,12,1550,-0.26,1.1,6,2,12,94,0.8,2,23
Cc1cccc(OCC(=O)O/N=C(\N)Cc2ccc([N+](=O)[O-])cc2)c1,2,1446,-0.096,1,16,2,-1,105,1,-5,0
CCC(C)(NC(=O)CNC(C)=O)C(=O)NC1CCCCC1 (stereo unspecified),-6,1480,0.42,1.1,-1,0,-3,103,0.9,-2,12
CC(C)OCCCNC(=O)c1c(N)n(/N=C/c2ccccn2)c2nc3ccccc3nc12,1,1731,-0.29,1,4,10,21,84,1.1,-3,-7
CCCCCn1c(CNC(=O)c2cccs2)nc2ccccc21,8,1940,nt,1,4,-1,10,95,1,7,3
CC(C)Cn1c(=O)c(-[n+]2ccccc2)c([O-])c2ccccc21,3,1577,nt,1.1,9,3,5,99,0.9,6,5
CCC(C)(C)NC(=O)c1ccc2c(c1)S(=O)(=O)c1ccccc1C2=O,-4,1655,-0.73,1,-5,8,8,98,0.8,11,22
CCOC(=O)c1ccc(N/C=C/C(=O)c2ccc(OC)cc2)cc1,3,1445,-0.053,1.1,6,4,17,90,1,2,-3
CCCCC(=O)N/N=C/c1sccc1C,-2,1622,0.0033,1,9,0,6,96,0.8,-10,21
CNC(=O)c1[nH]cnc1C(=O)N[C@@H](CCCCNC(=O)OC(C)(C)C)C(=O)OC(C)(C)C,-2,1700,nt,1,-2,4,nt,nt,1.2,3,-18

Retrieved by structure from the entries so far, two records:
structure,PPARg SRC-3 ag,TR-FRET SRC-2 ct,ROMK mod,TNAP act hi DEA,PPARg SRC-1 ag,PPARg SRC2 recr,STAT3 inh,STAT3 act,bIAP act,STAT1 inh,bIAP inhibitor
CC(C)OCCCNC(=O)c1c(N)n(/N=C/c2ccccn2)c2nc3ccccc3nc12,1,1731,-0.29,1,4,10,21,84,1.1,-3,-7
CCC(C)(C)NC(=O)c1ccc2c(c1)S(=O)(=O)c1ccccc1C2=O,-4,1655,-0.73,1,-5,8,8,98,0.8,11,22

(more compounds)
structure,PPARg SRC-3 ag,TR-FRET SRC-2 ct,ROMK mod,TNAP act hi DEA,PPARg SRC-1 ag,PPARg SRC2 recr,STAT3 inh,STAT3 act,bIAP act,STAT1 inh,bIAP inhibitor
CC(CN1C(C)CCCC1C)OC(=O)c1ccc(Cl)cc1 (stereo unspecified),3,1500,-1.3,1,4,2,-13,113,1.1,3,-8
NC(=O)C1CCN(CC(=O)N2N=CCC2c2ccccc2)CC1 (stereo unspecified),6,1546,-0.34,1,2,-3,14,90,1,6,-5
O=C(c1cccc([N+](=O)[O-])c1)N1CCCN(C(=O)c2cccc([N+](=O)[O-])c2)CC1,0,1493,-0.039,1,-5,-3,1,98,1.7,3,-74
CCN(CC)c1cc2nonc2c2nonc12,0,1548,0.63,1,4,-2,-5,107,1,2,2
CC(=C1C(=O)c2ccccc2C1=O)N1CCN(Cc2ccccc2)CC1,15,1505,0.79,1,4,-1,-5,108,1,-1,4
Cc1nc(NNC(=O)c2ccc(Cl)cc2Cl)cc(-c2ccccc2)n1,-1,1464,0.81,1.1,-4,7,10,96,1.3,0,-33
O=C(N/N=C/C=C/c1ccccc1[N+](=O)[O-])c1cccnc1,5,1920,-1.1,1.1,5,10,24,83,0.8,1,17
CCOC(=O)/C(=N\Nc1ccc(Cl)cc1)Sc1nnc(-c2ccc(OC)cc2)n1C,4,1694,1.3,1,3,5,3,101,1,8,4
CCCOc1ccc(/C=N/NC(=O)C(=O)Nc2ccccn2)cc1,-1,1619,-0.004,1,0,2,-10,106,1.2,-12,-16
Cc1ccc(C(C)NC(=O)C2CCCO2)cc1C (stereo unspecified),-10,1472,-0.17,1.1,-4,-5,6,98,1,2,-3

(more compounds)
structure,PPARg SRC-3 ag,TR-FRET SRC-2 ct,ROMK mod,TNAP act hi DEA,PPARg SRC-1 ag,PPARg SRC2 recr,STAT3 inh,STAT3 act,bIAP act,STAT1 inh,bIAP inhibitor
CCS(=O)(=O)NCCc1csc(C)n1,5,1716,nt,1.1,7,3,4,99,1,1,0
Cc1cc(NC(=O)COC(=O)c2c(C)nn(-c3ccccc3)c2C)no1,0,1563,nt,1,-2,-8,12,92,1,-2,0
COC(=O)c1ccc(C(=O)OC)c(NC(=O)C2CC2)c1,1,1580,nt,1.1,3,-2,6,98,1,7,-3
O=C(N/N=C1/CCCc2ccccc21)C(c1ccccc1)c1ccccc1,6,1623,0.16,1.1,0,1,1,103,0.9,1,10
CCCc1cc(C(=O)N/N=C/c2ccc(C)o2)c2ccccc2n1,3,1641,0.39,1,4,6,12,94,1,3,0
CCC(C)NC(=O)Nc1ccccc1C (stereo unspecified),-10,1608,nt,1,2,0,8,99,0.9,0,7
O=C(NCCCN1CCOCC1)c1cc(Cl)ccc1[N+](=O)[O-],2,1489,nt,1.1,4,2,5,98,1,-2,-5
O=c1cc2[nH]c3ccccc3c(=O)n2nc1-c1ccccc1,21,1869,-1.8,1,9,13,12,92,0.8,-7,17
N=c1c(S(=O)(=O)c2ccc(Cl)cc2)cc2c(=O)n3ccccc3nc2n1CCN1CCOCC1,6,1520,nt,1.1,5,8,10,97,0.9,1,12
COc1ccccc1OCCn1cc(/C=N/NC(N)=S)c2ccccc21,0,1530,-1.2,1,-10,-7,25,86,0.7,-1,34

Carrying on:
structure,PPARg SRC-3 ag,TR-FRET SRC-2 ct,ROMK mod,TNAP act hi DEA,PPARg SRC-1 ag,PPARg SRC2 recr,STAT3 inh,STAT3 act,bIAP act,STAT1 inh,bIAP inhibitor
COc1cc(NC(=O)COC(C)=O)c(C)cc1[N+](=O)[O-],-4,1651,nt,1,3,7,3,100,0.9,9,12
COc1cccc(-c2nnc3n2N=C(c2cccc(Br)c2)CS3)c1,-3,1570,nt,1,5,5,16,95,0.8,5,16
COc1ccc(C(=O)NCC(=O)NC2=NCCS2)cc1,-3,1386,nt,1,-6,3,6,99,0.9,-5,15
COc1ccc(Cl)cc1S(=O)(=O)N1CCN(CC(=O)C(C)(C)C)CC1,-2,1696,-0.45,1,-6,6,8,100,0.9,8,8
CSc1nc(N)c2c3c(sc2n1)COC(C(C)C)C3 (stereo unspecified),-4,1454,-0.13,1,-6,-2,-4,109,0.9,-5,5
CCOC(=O)c1ccc2ncc(C(=O)OCC)c(NCCCN3CCOCC3)c2c1,6,1673,nt,1,-3,6,4,100,1,-5,-2
CCN(CC)CCNC(=O)c1cn(-c2ccccc2)nc1-c1cccs1,-4,1514,-2.3,1,6,3,-6,102,1.2,-1,-15
CCOC(=O)C1(Cc2ccc(OC)cc2)CCN(C(=O)c2cncs2)CC1,-3,1515,1.2,1,-2,1,4,102,1,-5,-5
COc1ccc(OCCSc2nc3ccccc3c(=O)[nH]2)cc1,-5,1457,0.0087,1,1,7,18,88,1,-5,4
Cc1ccc(Cn2nnc3c(=O)n(CC(=O)NCC4CCCO4)cnc32)cc1 (stereo unspecified),0,1491,nt,1,8,-4,3,102,1,-4,-4

(next part)
structure,PPARg SRC-3 ag,TR-FRET SRC-2 ct,ROMK mod,TNAP act hi DEA,PPARg SRC-1 ag,PPARg SRC2 recr,STAT3 inh,STAT3 act,bIAP act,STAT1 inh,bIAP inhibitor
CCCN1CCN(CCCNC(=O)Cn2nc(-c3ccccc3)ccc2=O)CC1,3,1531,-0.93,1,3,4,-2,104,1,16,2
COc1ccc(-c2cc(C(F)(F)F)nc(-n3cc(Cl)cn3)n2)cc1,-13,1535,2.3,1,6,7,30,79,1,7,1
CCOC(=O)c1ccccc1NC(=O)C(C)Oc1ccccc1 (stereo unspecified),-7,1585,nt,1,-1,-1,-2,106,1,6,4
CC(C)c1c(O)nc(SCc2ccccc2)[nH]c1=O,2,1683,0.01,1.1,6,2,0,103,1,-5,4
